Screening results: PubChem BioAssay, National Center for Advancing Translational Sciences (NCATS)
JMJD2E inh: inhibitors of human JMJD2E histone demethylase | actives 1.6% (n = 230,000) | Potency, µM (top dose mostly 57.1 µM), without a hit: top-dose activity change, negative = inhibition, actives largely listed as inhibitors | JMJD2E catalytic domain, FDH-coupled NADH fluorescence (FDH is formaldehyde dehydrogenase); active = well fitted inhibition curve with a large enough effect, not every such curve was filed as active; inconclusive = small, poorly fitted or top-dose-only effect, or another doubt; inactive = no such curve, though single readings can be large or run the other way;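 note: 0% = wells with enzyme and -100% = buffer wells without enzyme; nearly all actives have a fitted effect of over 50% in size; many of its hits are not listed in these tables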
SMN2 splice up: enhancers of SMN2 splice variant expression; HEK293 SMN2-luciferase splicing reporter, luminescence, 30-36 h; Potency, µM (doses to about 46.1 µM), for inactives: top-dose activity change, positive = activation, hits mostly activators; actives 2.8% (n = 210,000); AID 1458; note: % of control where 0% means no effect; nearly all actives have a fitted effect of over 55% in size
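qHTS luciferase splicing reporter: luminescence rises when SMN2 exon 7 is included in transfected HEK293 cells. Compound exposure lasted 30-36 h at 37C, with 4.5 mM final sodium butyrate as control, followed by a ONE-Glo read.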
RGS12 GoLoco inh: RGS12 GoLoco-Gai1 interaction inhibition; Gai1:RGS12 GoLoco peptide FP, rhodamine, 10 min; P63096; Potency, µM (titrated, usually from 61.6 µM), without a hit: top-dose activity, negative = inhibition, usual class: inhibitors; actives 0.44% (n = 230,000); active = well fitted inhibition curve with a large enough effect, not every such curve was filed as active; inactive = no such curve, though single readings can be large or run the other way; note: % is set by controls: 0 for no effect and ±100 for the full control effect; nearly all actives have a fitted effect of over 30% in size; many of its hits are not listed in these tables
Target sequence (P63096 whole entry, looked up): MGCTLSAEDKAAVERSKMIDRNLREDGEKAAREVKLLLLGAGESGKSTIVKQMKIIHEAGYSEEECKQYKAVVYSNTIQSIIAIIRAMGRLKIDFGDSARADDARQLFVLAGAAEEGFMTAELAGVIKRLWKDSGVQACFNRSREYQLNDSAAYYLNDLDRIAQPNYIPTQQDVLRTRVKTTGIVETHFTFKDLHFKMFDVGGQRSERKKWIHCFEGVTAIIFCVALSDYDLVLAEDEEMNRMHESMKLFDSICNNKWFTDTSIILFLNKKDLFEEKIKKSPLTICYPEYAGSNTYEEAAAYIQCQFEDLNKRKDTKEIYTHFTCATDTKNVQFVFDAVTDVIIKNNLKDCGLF
GAA inh: alpha-glucosidase (human) inhibition; P10253; purified human GAA, 4-MU-alpha-glucoside fluorescence; Potency, µM (doses to about 76.9 µM), for the others: at the top dose activity change, negative = inhibition, hits mostly inhibitors; actives 0.005% (n = 200,000); AID 1466;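 note: plate controls were uninhibited enzyme wells for no effect and no-enzyme background for full effect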
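qHTS format, compound range up to 77 uM. Human lysosomal enzyme at 4 nM, 400 uM 4-MU glucoside substrate, pH 5.0, 20 min room temperature; fluorescence after alkaline stop gives activity normalized to controls.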
GAA spleen mod: inhibits or activates alpha-glucosidase in human spleen homogenate. human spleen homogenate, 4-MU-alpha-glucoside fluorescence. actives 0.006% (n = 240,000). Potency, µM (top dose mostly 79.9 µM), for inactives: at the top dose activity change, negative = inhibition, usual class: inhibitors;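 note: 0% = enzyme with vehicle and -100% = no enzyme basal signal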
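Human spleen homogenate (1 ug) with 4-methylumbelliferyl-alpha-D-glucopyranoside (1 mM final) in 50 mM citrate/phosphate pH 5.0, 0.01% Tween-20; 40 min at 37 C. Stopped at pH 10; 4-MU fluorescence Ex 365/Em 440 nm; AC50 by Hill fit.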
ALDH1A1 block: ALDH1A1 (human) enzyme inhibition; Purified ALDH1A1, NADH fluorescence, propionaldehyde substrate; Potency, µM (top dose mostly 75.3 µM), inactives show at the top dose activity, negative = inhibition, actives largely listed as inhibitors; actives 7.3% (n = 220,000); AID 1030; P00352; active = well fitted inhibition curve with a large enough effect, not every such curve was filed as active; inconclusive = small, poorly fitted or top-dose-only effect, or another doubt; inactive = no such curve, though single readings can be large or run the other way;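 note: plate controls were no enzyme wells and a reference inhibitor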
aGal spleen mod: inhibitors or activators of human alpha-galactosidase in spleen homogenate. P06280. human spleen homogenate, 4MU-alpha-Gal fluorescence, 40 min. Potency, µM (top dose mostly 80 µM), for the others: top-dose activity change, negative = inhibition, hits mostly inhibitors. actives 0.008% (n = 240,000). AID 2107;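 note: 0% = enzyme with vehicle and -100% = no enzyme basal signal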
Target sequence (P06280 32-429 limits assumed): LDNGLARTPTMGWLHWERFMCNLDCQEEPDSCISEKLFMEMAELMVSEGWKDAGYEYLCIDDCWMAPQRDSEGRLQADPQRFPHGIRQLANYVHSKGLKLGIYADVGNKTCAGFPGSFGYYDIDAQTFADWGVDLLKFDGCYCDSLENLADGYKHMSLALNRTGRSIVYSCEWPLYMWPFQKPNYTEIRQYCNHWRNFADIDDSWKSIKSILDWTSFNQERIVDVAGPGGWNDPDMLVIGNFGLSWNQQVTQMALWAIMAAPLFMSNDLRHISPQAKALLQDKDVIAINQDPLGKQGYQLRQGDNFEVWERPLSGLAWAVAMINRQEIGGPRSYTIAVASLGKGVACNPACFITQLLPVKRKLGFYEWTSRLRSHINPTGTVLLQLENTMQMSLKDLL
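Fluorogenic readout (Ex 365/Em 440 nm) of 4-methylumbelliferone released from 1 mM 4-MU-alpha-galactoside by spleen homogenate, 40 min at 37C, pH 5.0. Data normalized to no-enzyme and enzyme controls; Hill-equation AC50 from compound titrations.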
GAA glycogen: GAA glycogen-cleavage inhibition or activation; recombinant GAA, glycogen substrate, Amplex Red glucose oxidase fluorescence; P10253; Potency, µM (doses to about 76.4 µM), for inactives: at the highest dose activity change, negative = inhibition, actives largely listed as inhibitors; AID 2100; actives 0.38% (n = 300,000);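 note: 0% = full enzyme reaction and -100% = no-enzyme basal signal; the screen sought inhibitors and activators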
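Recombinant enzyme (4 nM final) with compounds titrated up to 77 uM and bovine liver glycogen (30 ug) in citrate pH 5.0, 0.01% Tween-20, 37 C 40 min. Released glucose detected by Amplex Red/glucose oxidase (Ex 573/Em 610); AC50 from Hill fits.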
* = called active by the depositor; ? = inconclusive; / = not tested or not shown; & = joins results of further samples; [ ] = remark or other dose. Unless noted, calls come from the whole dose curve; as a rule, active = well fitted curve in the direction sought with a large enough effect; inconclusive = small, poorly fitted or top-dose-only effect, or another doubt; inactive = no such curve, though single readings can be large; an effect the other way counts as inactive or inconclusive. Potency is the fitted concentration of half-maximal effect. These rows are one share of the data; the hit share may differ from the screen's.

compound	JMJD2E inh	SMN2 splice up	RGS12 GoLoco inh	GAA inh	GAA spleen mod	ALDH1A1 block	aGal spleen mod	GAA glycogen
COc1ccccc1N1CCN(C(=O)CN(Cc2ccccc2)S(C)(=O)=O)CC1	3%	/	5%	-1%	4%	-6%	10%	-2%
CSc1cccc(NC(=S)N2CCC(N(C)C3CCCCCC3)CC2)c1	3%	-17%	-3%	-10%	-10%	0%	-9%	-4%
COCCN(C(=O)CNC(=O)c1ccco1)C(C(=O)NC1CCCC1)c1cccs1 (stereo not given)	-4%	-3%	3%	2%	-2%	6%	-5%	2%
CCOC(=O)N1CCN(c2c(-c3ccc(C)cc3)c(=O)c2=O)CC1	7%	-5%	8%	1%	3%	4%	-5%	3%
CC(=O)NC(C(=O)NCC(N)=O)C(C)C (stereo not given)	3%	?	-9%	-5%[15.4 µM]	7%	?	18%	4%
Cn1c(=O)c2c(nc(OCc3ccccc3)n2C)n(C)c1=O	-5%	-9%	9%	-2%	0%	-6%	2%	3%
CN1CCc2c(sc(NC(=O)c3cc4cc([N+](=O)[O-])ccc4s3)c2C(N)=O)C1	-5%	-90%[inhibitor]	1%	?	-15%	0%	-15%	8%
S=C(NCc1ccccc1)NN1CCOCC1	9%	4%	10%	2%	-8%	-6%	2%	1%
O=C(CN1C(=O)CSc2ccccc21)Nc1ccccc1C(=O)N1CCOCC1	0%	2%	-11%	-3%	3%	4%	4%	1%
CCOc1ccc(CCNC(=O)C2CCCN(C(=O)N(C)C)C2)cc1OCC (stereo not given)	2%	-12%	-1%	-6%	4%	8%	10%	5%
O=[N+]([O-])c1ccc(COn2nnc3ccccc32)cc1	4%	-7%	9%	-6%	-8%	-1%	2%	7%
COc1ccc(S(=O)(=O)N2CN(Cc3ccco3)c3nc4ccccc4nc32)cc1	?	-21%	24%	10%	4%	?	23%	-9%
CC(=O)Oc1ccc(OC(C)=O)c(SCCCCCCl)c1	10%	-24%	-7%	3%	1%	-5%	-2%	11%
Cc1ccnc(NC(=O)c2ccc(NC(=O)c3ccco3)cc2)c1	1%	10µM*	12%	-5%	-4%	-1%	-6%	-13%
O=C(CSc1nnc(-c2ccccc2)n1-c1ccc(Cl)cc1)NC1CCS(=O)(=O)C1 (stereo not given)	6%	7%	-12%	2%	-7%	?	3%	-3%
CC(C)(C)C(=O)Nc1nnc(SCC(=O)NCc2cccs2)s1	2%	0%	8%	-11%	1%	5%	1%	0%
O=C(/C=C/c1ccccc1)NC1CC2CCCC(C1)N2Cc1ccccc1 (stereo not given)	21%	/	18%	/	3%	/	2%	6%
O=C(NCc1ccccc1)[C@@H]1C[C@H]1[C@@H](NP(=O)(c1ccccc1)c1ccccc1)c1ccccc1	4%&17%	-3%&-3%	2%&5%	-5%	5%&1%	-9%&1%	8%&7%	3%
O=C(/C=C\c1ccc2c(c1)OCO2)Nc1nnc(SCC(=O)OCc2ccccc2)s1	-3%	-17%	16%	-19%	4%	0%	0%	1%
COc1cc2c3cc1Oc1c(OC)c(OC)cc4c1[C@@H](Cc1ccc(O)c(c1)Oc1ccc(cc1)C[C@@H]3N(C)CC2)N(C)CC4	-7%	/	1%	/	5%	-3%	-3%	/
CC(Oc1ccccc1)C(=O)Nc1ccccc1F (stereo not given)	3%	/	2%	-11%	-9%	-3%	7%	3%
C/C(=N\NC(=O)Cc1cccn1C)c1cccc2ccccc12	-18%	6%	6%	-3%	-1%	?	-2%	7%
O=C(c1ccco1)N1CCN(C(=O)C2CC2)CC1	0%	5%	4%	-10%	-2%	-11%	-2%	6%
Fc1cc(F)cc(NC(=S)NN2CCOCC2)c1	-12%	1%	18%	10%	3%	?	2%	-24%
COc1ccc(C)cc1NCC(=O)Nc1ccc(C(C)(C)C)cc1	-1%	/	/	4%	-11%	?	3%	-3%
COc1ccc(CC(=O)NC(C)CCc2ccccc2)cc1 (stereo not given)	1%	10%	-1%	-3%	6%	2.5µM*	-1%	-6%
O=C(NNc1cc(N2CCOCC2)nc(N2CCOCC2)n1)C12CC3CC(CC(C3)C1)C2	-8%	-2%	-5%	-4%	6%	?	4%	-2%
COCc1[nH]nc2c1C(c1ccc(OC)c(OC)c1)C(C#N)=C(N)O2 (stereo not given)	-3%	-2%	4%	0%	4%	1%	0%	-8%
CCOC(=O)C1=C(CS(=O)(=O)c2ccccc2)NC(=O)NC1c1cccc(OC)c1 (stereo not given)	-1%	-21%	-1%	0%	6%	0%	11%	4%
COc1ccc(OC)c(-c2cc(C(=O)Nc3ccc(F)cc3F)no2)c1	?	-12%	10%	?	-3%	?	3%	2%
CCOc1ccc(N(CC(=O)NCCC2=CCCCC2)S(=O)(=O)c2ccccc2)cc1	-5%	/	12%	-2%	2%	-14%	2%	13%
O=C(Cc1ccccc1[N+](=O)[O-])Nc1ccc2c(c1)OCO2	1%	10%	8%	6%	-5%	4%	-5%	14%
CC(C)(C)n1nnnc1CN(Cc1ccco1)Cc1cc2cc3c(cc2[nH]c1=O)OCO3	?	-17%	3%	-1%	-6%	?	-2%	0%
CCOC(=O)c1ccc(NC(=O)c2c(O)c3ccccc3n(C)c2=O)cc1	-6%	-13%	3%	0%	2%	?	8%	9%
O=[N+]([O-])c1ccc(C[n+]2cc(-c3ccccc3)n3c2CCCCC3)cc1	2%	/	7%	-1%	-3%	7%	-2%	8%
CN(Cc1ccccc1)C(NC(=O)c1ccco1)C(Cl)(Cl)Cl (stereo not given)	-21%	-4%	5%	0%	/	-15%	-5%	-9%
OCCC1CN(Cc2cn[nH]c2C2CCCCC2)CCN1C1CCCC1 (stereo not given)	-10%	/	3%	-1%	3%	14%	5%	-8%
C#CCOCCOCCOCCNc1nc(N2CCN(C(=O)Cn3cc(CCCN=C(N)N)nn3)CC2)nc(N2CCN(C(=O)Cn3cc(CCCN=C(N)N)nn3)CC2)n1	-29%	-1%	5%	-3%	-10%	?	-25%	6%
O=C(COC(=O)c1ccccc1O)Nc1ncc(Cl)cc1Cl	-5%	-2%	17%	4%	2%	?	2%	6%
O=C(O)c1cc(Cl)c(Cl)cc1C(=O)Nc1cccc2cccnc12	0%	4%	0%	-2%	-3%	-2%	-15%	12%
O=C(CN1C(=O)c2ccccc2C1=O)NCc1ccncc1	-2%	-4%	-1%	-5%	-2%	11%	-7%	-5%
Cc1ccc(C(=O)NC(C#N)=C(Cl)Cl)cc1	-24%	-56%[inhibitor]	2%	14%	3%	?	8%	-2%
CCC(C)n1c(SCc2ccc([N+](=O)[O-])cc2)nc2ccsc2c1=O (stereo not given)	-3%	-49%[inhibitor]	-6%	3%	0%	7%	-1%	5%
CCCCn1c(CNC(=O)C(C)(C)C)nc2ccccc21	-3%	8%	10%	-3%	2%	-1%	-1%	0%
COc1ccc(N2CCN(C(CNC(C)=O)c3ccco3)CC2)cc1 (stereo not given)	-7%	6%	-2%	2%	/	0%	2%	-2%
NCCNS(=O)(=O)c1cccc2cnccc12	-5%&-18%	17%&12%	6%&1%&2%	/	-14%&-3%&-1%&-7%	-6%&9%&-7%	-4%&-8%&5%&-5%	/
CCOC(=O)C1(Cc2ccccc2)CCCN(Cc2cccc(C(C)=O)c2)C1 (stereo not given)	-6%	/	15%	6%	4%	?	2%	-6%
CNC(=S)SCCOc1ccc(C)cc1	1%	16%	5%	4%	1%	-2%	-3%	2%
CN1CCC(N(C)C(=O)NC2CCCCC2)CC1	5%	9%	5%	7%	3%	13%	-4%	9%
C[C@@]12CCC(=O)C=C1CC[C@@H]1[C@@H]2[C@H](O)C[C@]2(C)[C@@H]1CC[C@]2(O)C(=O)CO	5%[25.5 µM]	-8%[20.6 µM]	3%[21.6 µM]	/	1%[29.1 µM]	-2%[20.9 µM]	-5%[29.1 µM]	/
COc1ccc2c(c1OC)C(=O)OC2Nc1ccc(S(=O)(=O)N=C(N)N)cc1 (stereo not given)	-24%	/	1%	/	6%	/	1%	2%
COc1ccc(COC2OC[C@]3(C)[C@H]4C5=C(CN3C(=O)OC(C)(C)C)[C@H](C)C(CO)C(CO)C5CC[C@@H]24)cc1 (stereo not given in full)	4%	-4%	-6%	/	-1%	-7%	1%	/
COc1ccc(C)cc1NC1=C(Cl)C(=O)N(C2CCCCC2)C1=O	1%	-20%	-2%	-2%	0%	?	2%	-7%
COc1ccc(N2CCN(C(=O)C34CCC(C)(C(=O)C3)C4(C)C)CC2)cc1 (stereo not given)	-3%	-6%	-3%	-8%	-13%	?	-11%	-17%
C=CSc1sc(Cl)c(N(C)C)c1[N+](=O)[O-]	-11%	/	-2%	?	-5%	7.9µM*	-10%	4%
O=C1C=CC(=C(c2ccc(O)cc2)c2ccc(O)cc2)C=C1	?	-76%[inhibitor]	-53%	/	3%	-10%	7%	/
CN1CCN(C(=O)c2cc(Cl)ccc2Cl)CC1	-5%	-10%	7%	0%	-3%	9%	-3%	11%
Cc1ccc(C)c2c1sc(=NC(=O)CN1C(=O)CCC1=O)n2C	-25%	-10%	-6%	-1%	7%	-2%	9%	3%
C=CCNC(=O)c1cc2c(C(F)(F)F)nn(C)c2s1	13%	3%	-9%	12%	3%	4%	3%	9%
O=C(c1ccc2c(c1)OCO2)N(Cc1ccco1)C1(C(=O)NC2CCCCC2)CCCCC1	10%	-10%	-7%	-1%	-12%	7%	-8%	-7%
CCCC(=O)N1CCN(c2nc(CC(C)C)c3c(c2C#N)CCC3)CC1	?	-13%	12%	-3%	-12%	?	?	-13%
